HTR5A ag ctr: activates human HTR5A in OPRM1-OPRD1 agonist counter-screen; activation, % at 9.3 µM; P47898; hit rate 0.61% among 340,000; HTR5A agonist assay, luminescence, cell-based; in the data active = activation mostly above about 9.5%, no sharp cut-off; inactive = mostly below about 7.6%;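 also: 0% = cells with vehicle only and 100% = reference agonist; strong numbers were not always called active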
Target sequence (P47898 whole entry, looked up): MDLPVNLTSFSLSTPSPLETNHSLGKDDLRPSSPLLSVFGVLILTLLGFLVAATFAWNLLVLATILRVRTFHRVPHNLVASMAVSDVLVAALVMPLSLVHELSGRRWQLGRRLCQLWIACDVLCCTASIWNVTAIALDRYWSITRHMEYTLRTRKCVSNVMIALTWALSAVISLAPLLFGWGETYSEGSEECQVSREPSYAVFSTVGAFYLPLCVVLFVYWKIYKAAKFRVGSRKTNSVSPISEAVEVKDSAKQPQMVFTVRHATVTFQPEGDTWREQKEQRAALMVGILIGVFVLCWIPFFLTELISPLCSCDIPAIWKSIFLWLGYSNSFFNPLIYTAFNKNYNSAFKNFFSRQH
PKA-R2B act: activators of human PKA-R2B complex. P22694+P31323. PKA-R2B holoenzyme dissociation, Cy5-IP20 fluorescence polarization; R2B truncated from residue 108, S112A mutant; 0% DMSO only, 100% 113 µM cGMP. activation, % at 11.4 µM. hit rate 0.079% among 340,000;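 active = activation above a cutoff set at the mean over all compounds plus 3 SD, cut at about 18% in these data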;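 also: higher means more holoenzyme dissociation and a rise in polarization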
PKA-R1A activ: activators of PKA-R1A complex; PKA-R1A dissociation, Cy5-IP20 fluorescence polarization; scaled: DMSO 0%, 113 µM cGMP 100%; hit rate 0.083% among 340,000; AID 504707; P00514+P68181; activation, % at 11.4 µM;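 active = percent activation above the mean of all tested compounds plus 3 SD, cut at about 19% in these data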;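 also: higher means more PKAc released from R1A so a rise in polarization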
OPRM1-OPRD1 ag: agonists of human mu-delta opioid receptor heterodimerization; AID 504326; hit rate 0.3% among 340,000; cells, OPRM1-OPRD1 heterodimerization, luminescence; activation, % at 9.3 µM; in the data active = activation above about 18%;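 also: 0% = vehicle-treated cells and 100% = reference agonist; values of inactives mirror those of a sister screen read the other way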
Pemphigus Ab inh: human desmoglein-3 autoantibody binding inhibition; P32926; hit rate 0.48% among 310,000; DSG3-coupled beads, scFv-anti-DSG3-GFP binding, flow cytometry; stronger effect = lower value; binding (percent of control), % at 10 µM;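 active = binding more than 3 SD below its plate's average and above zero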;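 also: hits lower antibody fragment binding to DSG3; some compounds called inactive have numbers as strong as hits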
V-ATPase pHluor: yeast V-ATPase proton transport regulation by pHLuorin; S. cerevisiae, pHLuorin cytosolic pH fluorescence; response, % at 10 µM; hit rate 0.37% among 350,000; in the data active = response mostly above about 7.3%, no sharp cut-off; inactive = mostly below about 5.4%; also: actives read high; inactives centre near 0; some compounds called inactive have numbers as strong as hits; reference of the scale not given here
HTR5A inv ctr: HTR5A inverse agonism, opioid heterodimer counter-screen | P47898 | HTR5A cell line, luminescence | inhibition, % at 9.3 µM | hit rate 0.083% among 340,000 | AID 504634; in the data active = inhibition mostly above about 23%, no sharp cut-off; inactive = mostly below about 18%;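 also: 0% = cells with DMSO and 100% = no-cell wells with DMSO; some compounds called inactive have numbers as strong as hits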
OPRM1-OPRD1 inv: inverse agonists of human mu-delta opioid receptor heterodimerization | P35372+P41143 | cell-based MOR-DOR heterodimer luminescence, inverse agonism | inhibition, % at 9.3 µM | hit rate 0.21% among 340,000 | AID 504357; in the data active = inhibition above about 22%, passing the limit was not always enough;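 also: 0% = cells with DMSO and 100% = wells without cells with DMSO; values of inactives mirror those of a sister screen read the other way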
DAGLB inhibitor: diacylglycerol lipase beta (human) inhibition | inhibition, % at 5.17 µM | hit rate 0.059% among 340,000 | Q8NCG7 | HEK293T DAGLB membrane lysate, EnzChek fluorogenic substrate; in the data active = inhibition above about 34%;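 also: 0% = enzyme with vehicle and 100% = wells lacking enzyme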
Target sequence (Q8NCG7 whole entry, looked up): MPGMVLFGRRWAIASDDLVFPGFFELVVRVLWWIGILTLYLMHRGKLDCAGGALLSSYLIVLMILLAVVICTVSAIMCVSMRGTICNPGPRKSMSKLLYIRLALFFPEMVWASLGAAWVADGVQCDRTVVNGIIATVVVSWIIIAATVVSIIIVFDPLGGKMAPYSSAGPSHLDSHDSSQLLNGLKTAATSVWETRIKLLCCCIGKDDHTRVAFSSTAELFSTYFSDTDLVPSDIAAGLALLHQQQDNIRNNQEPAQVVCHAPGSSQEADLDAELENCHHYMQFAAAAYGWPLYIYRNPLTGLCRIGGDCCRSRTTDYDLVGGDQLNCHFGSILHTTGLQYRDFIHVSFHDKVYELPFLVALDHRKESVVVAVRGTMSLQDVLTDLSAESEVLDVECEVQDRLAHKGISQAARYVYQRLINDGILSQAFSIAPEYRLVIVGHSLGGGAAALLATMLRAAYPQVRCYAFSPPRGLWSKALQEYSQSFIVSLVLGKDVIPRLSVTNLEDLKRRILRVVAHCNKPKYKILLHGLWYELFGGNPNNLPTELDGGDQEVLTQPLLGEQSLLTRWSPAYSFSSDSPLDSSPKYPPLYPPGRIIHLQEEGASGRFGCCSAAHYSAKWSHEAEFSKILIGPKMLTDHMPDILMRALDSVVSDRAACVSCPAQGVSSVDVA
Arrestin-AP2 inh: inhibitors of human beta-arrestin and AP2 interaction | FITC-arrestin peptide / GST-AP2 beads, flow cytometry; AP2 beta2 appendage carries R879A mutation | inhibition, % at 10 µM | hit rate 0.31% among 340,000 | AID 504490;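 active = inhibition above a set limit, near 3 SD of compounds lacking own fluorescence, cut at about 54% in these data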;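 also: plate controls were DMSO wells for no effect and 5 µM unlabelled arrestin peptide for full effect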
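system = GST-tagged AP2 beta2-adaptin appendage (R879A) on 4 µm glutathione beads | reagent = FITC-labelled arrestin peptide probe, 50 nM final | schedule = compound with beads 12 min RT, then probe 1 h RT | signal = HyperCyt-sampled flow cytometry, FL1 channel, ex 488/em 535 nm | read-out = percent response from loss of bead-bound FITC fluorescence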
Starred values were filed as active, the others as inactive; x = not tested or not shown.

SMILES	HTR5A ag ctr	PKA-R2B act	PKA-R1A activ	OPRM1-OPRD1 ag	Pemphigus Ab inh	V-ATPase pHluor	HTR5A inv ctr	OPRM1-OPRD1 inv	DAGLB inhibitor	Arrestin-AP2 inh
Cc1c(NC(=O)CCN2C(=O)c3ccccc3C2=O)c(=O)n(-c2ccccc2)n1C	2.9	7.5	-18.3	-1.5	86.6	1.7	-7.3	8.3	-1.9	-7.2
CCc1nc2ccccc2c(C(=O)OCC(=O)NCCCN2CCCC2=O)c1C	-2.0	19.1*	7.3	-1.4	79.2	-0.9	-34.0	7.7	0.6	4.0
Cc1nc(-c2ccccc2)sc1C1(C)CC(c2ccc([N+](=O)[O-])cc2)=NO1 (stereo not drawn)	-0.8	-5.1	-3.9	4.1	101.2	1.7	2.0	-22.4	-2.5	12.9
CC(=O)c1c(C)[nH]c(C(=O)Nc2cccc(S(=O)(=O)N(C)c3ccccc3)c2)c1C	-11.8	-19.5	-6.3	2.7	101.8	-2.2	-9.0	-13.2	-3.6	3.7
CCCS(=O)(=O)N1CCCC(C(=O)NCc2ccc(C)cc2)C1 (stereo not drawn)	0.4	0.1	6.6	0.8	101.0	-6.7	-12.5	-4.4	-1.2	24.1
CN1CCN(C2=Nc3ccccc3Oc3ccc(Cl)cc32)CC1	1.4	-0.2	-11.9	0.0	x	4.8	-5.1	0.2	2.0	1.9
CCOC(=O)c1cc2c(=O)n3cccc(C)c3nc2n(Cc2ccco2)c1=NC(=O)c1ccc(C)cc1	-2.8	1.4	1.2	-1.6	116.4	-0.3	10.9	7.8	-0.3	-18.2
CC1CC(C)CN(CCCn2c(=S)[nH]c3ccccc3c2=O)C1 (stereo not drawn)	1.1	-1.2	4.2	-1.8	90.2	-3.1	-2.8	9.1	0.5	-2.2
Cc1cc(C(=O)NC2CCCC2)on1	9.5	-7.5	4.7	-1.6	97.5	2.9	-26.7	8.4	2.4	-4.0
c1ccc(C2Nc3cccc4cccc(c34)N2)cc1	-1.3	-11.1	0.8	2.9	114.5	2.4	5.0	-14.4	-0.9	19.2
CCC(=O)Nc1ccc(-c2nnc(SCC(=O)NCC3CCCO3)n2C)cc1 (stereo not drawn)	1.7	-2.1	-3.4	-1.6	x	-1.8	-12.6	8.2	-1.2	4.5
Cc1c(N=C2NC(=O)/C(=C/c3ccc(O)cc3)S2)c(=O)n(-c2ccccc2)n1C	-5.7	-5.1	-5.8	-1.9	93.8	-3.0	4.7	10.3	-0.8	27.7
COc1cccc(NC(=O)COC(=O)c2ccc(F)cc2F)c1	-1.1	-2.2	-4.4	-2.2	102.7	0.8	3.9	11.6	-3.7	0.9
Cc1c(OCC(=O)NCCCN2CCOCC2)ccc2c3c(c(=O)oc12)CCC3	5.3	-5.2	-3.9	-2.5	95.2	2.0	4.3	12.7	0.7	-15.3
Fc1ccccc1/C=N/NC(=S)Nc1ccc(Cl)cc1Cl	0.9	2.4	8.5	-3.5	106.5	1.9	17.2	19.0	-8.1	6.2
Brc1ccc2oc3c(N4CCOCC4)ncnc3c2c1	-0.1	2.8	-2.8	-0.5	124.4	-2.0	1.6	3.2	1.2	8.9
COC(=O)c1cc(NC(=O)Nc2cccc(Cl)c2)ccc1Cl	7.1	3.8	-4.5	1.3	95.0	3.6	0.1	-7.3	-3.5	48.0
O=C(COC(=O)c1ccc(Br)o1)NCC1CCCCC1	-2.2	-12.3	-8.4	-0.1	99.0	-1.8	8.7	0.7	-2.7	-2.4
Cc1cc(NC(=O)CSCC(=O)OC(C)C(=O)c2cc(C)c(C)cc2C)no1 (stereo not drawn)	3.3	-0.5	7.1	-0.6	102.8	-2.0	6.6	3.1	-1.4	-10.6
CN(C)CCCNC(=O)c1cc(C(=O)c2c(Cl)cccc2Cl)c[nH]1	-1.6	-7.2	-1.7	-1.3	88.7	-5.8	5.9	6.7	-1.1	31.9
CC(=O)Nc1ccc(NC(=O)CCc2c(C)noc2C)cc1	-4.7	-5.9	-11.1	-1.4	104.0	7.2	12.9	7.2	4.5	-9.3
O=C(NCCc1ccccc1)N1CCCC(CNS(=O)(=O)Cc2ccccc2)C1 (stereo not drawn)	3.3	2.2	-9.7	-2.4	101.8	-3.9	-9.5	12.2	0.3	40.9
Cc1ccc(NC(=O)n2ncc3c(C)cccc32)c(C)c1	-0.3	-2.0	-11.6	-3.4	96.5	-0.4	1.0	17.4	-5.2	25.1
CCOc1ccc(-n2c(Cc3ccccc3)nnc2SCc2c(C)noc2C)cc1	3.9	-6.5	-14.3	-2.7	x	-3.5	1.9	12.3	-1.8	x
CCOC(=O)CCc1c(C)c2ccc(OC3CCCCC3=O)cc2oc1=O (stereo not drawn)	3.3	-7.0	-6.9	-2.8	100.5	1.8	-12.3	12.3	-3.2	-13.2
CCOc1ccc(-c2nnn(CC(=O)NCCc3c[nH]c4ccccc34)n2)cc1	-3.1	-9.3	-3.3	-1.2	99.8	9.2	13.6	6.1	-2.7	6.1
Cc1ccc2nc(-c3ccc(NC(=O)COC(=O)c4ccc([N+](=O)[O-])o4)cc3)sc2c1	10.6	0.0	-1.7	-1.0	96.4	1.2	-28.2	5.8	-2.2	0.5
CCOC(=O)c1c(NC(=O)CSc2nnc(CNc3ccc(F)cc3)o2)sc(C(C)=O)c1C	-0.8	-5.8	-6.9	0.1	83.4	-1.7	-1.5	-0.7	2.4	3.2
O=C(Nc1nc(-c2ccccn2)cs1)C1CCCC1	-1.9	-8.3	-4.5	-1.7	117.8	-1.7	4.6	8.2	-2.3	0.8
CC1(C)Cc2ccccc2-c2nnc(SCC(=O)Nc3nc4ccccc4s3)n21	-1.6	-2.9	2.1	1.0	95.2	8.3	8.8	-5.3	-1.6	2.5
COc1ccc(-c2csc(NC(=O)c3ccccc3OC)c2C(=O)O)cc1OC	1.9	-0.2	1.0	-1.8	116.8	-1.6	-7.1	9.1	2.0	4.4
CCN(CC)c1ccc(NC(=S)Nc2ccc(F)cc2)cc1	2.5	-17.9	-24.1	2.4	105.7	2.5	-7.1	-12.5	4.0	-5.0
COc1ccc(C(=O)NC(=S)N(Cc2ccccc2)Cc2ccccc2)cc1	-2.8	5.0	7.8	0.0	86.8	-1.5	19.8	0.1	13.9	15.4
CCSc1ncc(Cl)c(C(=O)Nc2ccccc2C)n1	3.4	4.6	5.1	-0.9	89.4	4.8	-11.9	4.2	-6.3	-12.1
CC(=O)NC1CCC(C(=O)O)(c2ccccc2)C1 (stereo not drawn)	-1.9	0.9	3.6	-1.9	94.4	1.8	4.8	10.9	-5.7	5.3
COc1ccc(OCCCC(=O)OCC(=O)Nc2c(C)nn(-c3ccccc3)c2C)cc1	0.7	-9.8	3.1	-1.3	105.0	3.8	-29.1	8.4	-1.3	4.3
c1ccc(Cn2nnc3c(Nc4ccc5c(c4)OCO5)nc(C4CC4)nc32)cc1	5.8	8.6	-9.0	10.7	98.7	2.1	-9.5	-57.8	0.1	3.7
CC(=O)c1ccc(-n2c(-c3cc(-c4ccco4)[nH]n3)n[nH]c2=S)cc1	-0.6	-8.5	-6.0	-0.4	103.7	11.1	2.3	2.2	1.2	4.4
CN(C)S(=O)(=O)Oc1ccsc1C(=O)Nc1ccc(C(F)(F)F)cc1	1.5	-1.4	-3.2	0.4	86.6	0.9	-3.8	-2.4	-0.7	-7.9
CN(C)c1ccc(S(=O)(=O)NCC(=O)OCC(=O)Nc2cccc(Cl)c2)cc1[N+](=O)[O-]	7.7	4.5	-2.4	-0.9	112.5	2.1	-5.7	4.8	2.0	4.8

Complete entries, quoted from the list. Order of values: HTR5A ag ctr	PKA-R2B act	PKA-R1A activ	OPRM1-OPRD1 ag	Pemphigus Ab inh	V-ATPase pHluor	HTR5A inv ctr	OPRM1-OPRD1 inv	DAGLB inhibitor	Arrestin-AP2 inh
`CN(C)c1ccc(S(=O)(=O)NCC(=O)OCC(=O)Nc2cccc(Cl)c2)cc1[N+](=O)[O-]` is listed as 7.7	4.5	-2.4	-0.9	112.5	2.1	-5.7	4.8	2.0	4.8
`CCSc1ncc(Cl)c(C(=O)Nc2ccccc2C)n1` is listed as 3.4	4.6	5.1	-0.9	89.4	4.8	-11.9	4.2	-6.3	-12.1

(list continues)
SMILES	HTR5A ag ctr	PKA-R2B act	PKA-R1A activ	OPRM1-OPRD1 ag	Pemphigus Ab inh	V-ATPase pHluor	HTR5A inv ctr	OPRM1-OPRD1 inv	DAGLB inhibitor	Arrestin-AP2 inh
CS(=O)(=O)N(CC(=O)Nc1ccccc1C(=O)NCCc1ccccc1)c1ccc2c(c1)OCCO2	-1.3	-2.0	1.8	-1.7	97.6	5.4	4.3	8.9	1.2	11.2
CC(=O)OC1OCCOC1NC(=S)NCc1ccco1 (stereo not drawn)	-1.4	-3.3	-13.5	0.1	111.5	-6.0	3.7	-0.5	0.0	-23.4
O=C1CCc2cc(S(=O)(=O)N3CCC(C(=O)NCCC4=CCCCC4)CC3)ccc2N1	8.9	-10.4	1.2	-1.1	106.4	2.3	-26.5	5.5	2.5	-8.7
CCCCOC(=O)CSC1=C(C#N)C(c2cccnc2)C(C(=O)OCC)=C(c2ccccc2)N1 (stereo not drawn)	1.9	-8.1	1.0	-1.4	100.7	3.5	1.9	7.2	-5.5	19.0
Cc1ccc2c(c1)nnn2C1CCN(CC(=O)N(c2ccccc2)c2ccccc2)CC1	-1.3	3.1	0.1	-2.7	113.0	-3.4	12.6	13.8	1.8	32.4
COc1ccc(C2c3[nH]c4ccccc4c3C[C@H]3C(=O)N(c4ccccc4C(=O)N4CCC(C(=O)O)CC4)C(=O)N23)cc1 (stereo partly drawn)	-0.8	6.7	0.8	-3.9	105.1	-0.3	16.9	19.6	1.1	-2.6
COc1ccc(CN2CCc3c([nH]c4ccccc34)C2)cc1Br	0.7	-4.1	-14.3	2.4	125.0	2.1	-2.6	-11.9	-10.8	10.7
CCCCc1n[nH]c(=S)n1Cc1ccc(Cl)cc1	-2.4	7.9	-1.6	3.9	88.5	-1.8	7.4	-18.2	1.2	-7.0
COc1cccc(C(=O)Nc2ccccc2-c2ccccc2)c1	-5.2	-11.2	-9.4	-4.1	99.1	0.3	-17.4	16.0	-6.6	4.3
C[C@@H]1CC[C@@]2(O[C@@H](CCO)C[C@@H](O)[C@@H]2O)O1	6.2	-3.9	-6.5	-0.2	104.8	0.1	-6.2	1.4	-1.6	-4.3
Cc1cc(OCC(=O)NC(C)C)cc(C)c1Cl	-0.2	6.5	-13.2	-0.9	x	3.1	-6.2	5.4	-0.3	4.2
COCCN(CCOC)c1nc(-c2ccc(Cl)cc2)nc2ccccc12	7.4	-10.1	-3.8	-1.1	124.9	1.4	-27.9	5.6	-9.9	5.8
CC(Nc1ccccc1)c1cccnc1 (stereo not drawn)	-3.9	-5.9	-8.3	-3.4	103.8	-0.8	1.7	17.3	0.2	-24.3
CSc1ccccc1C(=O)Nc1cc([N+](=O)[O-])ccc1C	-1.2	-1.8	-12.2	-2.9	113.0	3.5	3.4	14.3	1.0	-26.6
CC(=O)OCC(=O)N1N=C(c2ccc3ccccc3c2)CC1c1ccccc1 (stereo not drawn)	-2.0	-3.3	11.4	-1.2	125.5	0.6	5.1	5.7	-1.8	x

Screening results as filed in PubChem.
